# D3 ag = qHTS of D3 Dopamine Receptor Agonist: qHTS; D(3) dopamine receptor (Homo sapiens), P35462; D3R DiscoveRx beta-arrestin cells, luminescence, 90 min; max activation, %; 410,000 tested, 0.58% active; AID 652048, 2013; in the data active means max activation above about 30%; further: 0% is about no effect; mostly tested at two doses, the higher about 12 µM
# Target sequence (P35462 whole entry, looked up): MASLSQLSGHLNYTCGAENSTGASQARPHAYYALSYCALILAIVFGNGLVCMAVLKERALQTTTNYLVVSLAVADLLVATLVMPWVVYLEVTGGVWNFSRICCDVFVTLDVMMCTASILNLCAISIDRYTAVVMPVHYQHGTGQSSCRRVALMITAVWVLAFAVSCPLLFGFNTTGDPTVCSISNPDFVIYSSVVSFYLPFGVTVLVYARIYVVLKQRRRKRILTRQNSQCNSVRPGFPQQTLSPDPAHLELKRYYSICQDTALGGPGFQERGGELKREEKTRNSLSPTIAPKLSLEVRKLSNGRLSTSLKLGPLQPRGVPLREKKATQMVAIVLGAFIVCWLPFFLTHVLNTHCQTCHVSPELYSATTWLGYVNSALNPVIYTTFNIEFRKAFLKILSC
#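 Agonist mode: compounds and dopamine controls were applied to plated cells for 90 min at 37 degrees C after an overnight attachment at 1500 cells/well. Luminescent read-out followed 30 - 60 minutes at room temperature with DiscoveRx detection reagent.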
# EPAC2 antag = qHTS for Antagonist of cAMP-regulated guanine nucleotide exchange factor 2 (EPAC2): primary screen | AID 720708, 2013 | Rap guanine nucleotide exchange factor 4 (Homo sapiens), Q8WZA2 | EPAC2 GEF exchange of Rap1B-BODIPY-GDP, fluorescence | 360,000 tested, 0.18% active | Potency, µM (titrated, usually from 114 µM), inactives show top-dose activity, negative = inhibition, most hits filed as inhibitors; further: potency means the concentration at half of the fitted maximal effect; on the % scale 0 is the no-effect control and ±100 the full control effect; nearly all actives have a fitted effect of over 45% in size; many of its hits are not listed in these tables
# DRD3 antagonist = qHTS of D3 Dopamine Receptor Antagonist: qHTS. D(3) dopamine receptor (Homo sapiens), P35462. D3R cells, DiscoveRx beta-arrestin luminescence, antagonist mode; stronger effect = lower value. max response, negative = inhibition, %. 360,000 tested, 2.5% active; in the data active means max response below about -50%; inconclusive means no clear call, values can overlap the other calls; further: on the % scale 0 is the no-effect control and ±100 the full control effect; mostly tested at two doses, the higher about 12 µM
#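 Cells expressing the human receptor were seeded at 1500 cells/well, incubated overnight at 37 degrees C in 5% CO2, then exposed to library compounds with dopamine controls for 90 minutes at 37 degrees C before luminescent detection.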
# Mm-Cpn inhibitor = Inhibitors of TCP-1 ring complex (TRiC) of Methanococcus maripaludis (MmCpn): qHTS. Potency, µM (series often up to 76.9 µM), inactives show top-dose activity, negative = inhibition, usual class: inhibitors. 330,000 tested, 0.031% active. AID 504842, 2011. purified Mm-Cpn ATPase, ADP Transcreener TR-FRET; further: potency means the concentration at half of the fitted maximal effect; on the % scale 0 is the no-effect control and ±100 the full control effect; nearly all actives have a fitted effect of over 80% in size
#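 Purified archaeal chaperonin (25 nM final) was preincubated with compound for 10 min at 37°C, then ATP (10 uM final) was added for 30 min at 37°C in Tris pH 7.4/KCl/MgCl2/DTT buffer. ADP was quantified by HTRF Transcreener TR-FRET.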
# Akt phos inh = HTS Assay for Inhibitors of Akt Phophorylation: Primary Screen; Neuro2A IGF-stimulated pAkt S473 HTRF, 20 min; stronger effect = lower value; activity change, % for hits at 50 µM; 360,000 tested, 0.32% active; AID 651550, 2012; in the data active means activity change below about -80%; inconclusive means mostly about -51% to -80%; further: on the % scale 0 is the no-effect control and ±100 the full control effect
#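 Neuro2A cells (4,500/well, DMEM with 0.5% FBS) were treated with compound at a single 50 µM final concentration, stimulated with 6 nM IGF for 20 min at 37 °C, and lysed. Phospho-Akt Ser473 was read by HTRF as 665/615 ratio ×10^4.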
# PTHR1 agonist = qHTS for PTHR1 Agonists: Primary Screen. Parathyroid hormone/parathyroid hormone-related peptide receptor (Homo sapiens), Q03431. HEK293 GP2 PTHR1 cells, GloSensor cAMP luminescence, 1 h. Potency, µM (doses to about 115 µM), for inactives: at the top dose activation, most hits filed as activators. 410,000 tested, 0.075% active. AID 743266, 2014; further: potency means the concentration at half of the fitted maximal effect; nearly all actives have a fitted effect of over 55% in size; some results filed as inactive show a strong effect at the top dose; inactives centre near -15; many of its hits are not listed in these tables
# Target sequence (Q03431 whole entry, looked up): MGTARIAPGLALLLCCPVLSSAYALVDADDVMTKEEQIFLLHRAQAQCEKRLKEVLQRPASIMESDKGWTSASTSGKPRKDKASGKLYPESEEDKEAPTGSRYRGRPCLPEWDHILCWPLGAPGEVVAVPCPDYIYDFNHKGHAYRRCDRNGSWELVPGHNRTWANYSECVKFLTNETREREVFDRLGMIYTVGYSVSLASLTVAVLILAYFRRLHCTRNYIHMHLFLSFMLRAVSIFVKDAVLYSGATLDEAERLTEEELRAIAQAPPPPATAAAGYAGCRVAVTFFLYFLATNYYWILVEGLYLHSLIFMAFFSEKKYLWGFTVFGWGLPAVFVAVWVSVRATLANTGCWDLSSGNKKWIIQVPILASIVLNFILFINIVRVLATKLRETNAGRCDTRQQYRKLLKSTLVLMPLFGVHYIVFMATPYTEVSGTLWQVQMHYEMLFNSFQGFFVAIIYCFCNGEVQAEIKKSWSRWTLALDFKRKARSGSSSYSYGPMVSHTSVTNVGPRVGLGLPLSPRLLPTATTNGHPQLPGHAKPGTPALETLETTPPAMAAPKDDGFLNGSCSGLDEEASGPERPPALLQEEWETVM
#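 HEK-293-derived GP2 cells expressing PTHR1 and a GloSensor cAMP reporter, 3,000/well, plated overnight, given luciferin plus IBMX (each 0.5 mM as added) for 1 h at 37 °C, then compound for 1 h at 37 °C. Luminescence was read after 15 min at room temperature.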
# EPAC2 ag = qHTS for Agonist of cAMP-regulated guanine nucleotide exchange factor 4 (EPAC2): primary screen | Rap guanine nucleotide exchange factor 4 (Homo sapiens), Q8WZA2 | EPAC2 activation, biochemical qHTS; response scale: 100% = 6.5 mM cAMP response | Potency, µM (top dose mostly 154 µM), without a hit: at the highest dose activation, actives largely listed as activators | 360,000 tested, 0.079% active | AID 720711, 2013; further: potency means the concentration at half of the fitted maximal effect; nearly all actives have a fitted effect of over 50% in size
#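 Each well held 100 nM EPAC2, 250 nM RAP1B-BODIPY-GDP and 50 uM GDP. Fluorescence, read at 5-min intervals to 30 min, was referenced to a 6.5 mM cAMP positive control.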
# CCT chaperon mod = High-Throughput Screening for Modulators of Cytosolic Chaperonin Activity; purified chaperonin ATPase assay, HTRF ADP detection, 30 min; 360,000 tested, 0.3% active; activity change, % (test concentration not listed), hits read low; AID 651819, 2012; in the data active means activity change below about -30%; further: on the % scale 0 is the no-effect control and ±100 the full control effect
#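 TRiC at 40 or 20 nM final (batch-dependent) in 30 mM Tris pH 7.4, 100 mM KCl, 5 mM MgCl2, 1 mM DTT, with compound at single 76 uM and 10 uM ATP, 30 min at 37 deg C. ADP detected by HTRF Transcreener, 665/615 ratio.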
# An asterisk follows results filed as active; i = inactive; ? = inconclusive; · = not tested or not shown; [ ] = another dose, or the depositor's remark. Unless noted, the call rests on the fitted dose curve; in most records, active means well fitted curve in the direction sought with a large enough effect; inconclusive means small, poorly fitted or top-dose-only effect, or another doubt; inactive means no such curve, though single readings can be large; an effect the other way counts as inactive or inconclusive. A portion of the library; the hit share may differ from the screen's.
Molecule	DRD3 antagonist	Mm-Cpn inhibitor	CCT chaperon mod	Akt phos inh	EPAC2 antag	EPAC2 ag	D3 ag	PTHR1 agonist
CCCCc1ccc(NC(=O)C(=O)NCCN2CCN(C(=O)c3ccc([N+](=O)[O-])cc3)CC2)cc1	9.7	-1.1%	-0.8	i	-1.4%	9.5%	11.3	-14.9%
CCCN1CCC(=O)N([C@H](CN=[N+]=[N-])CC(C)C)CC1	28.3	-1.5%	-1.0	i	1.1%	9.8%	-9.9	-23.3%
CC1=CCC2C(=O)N(c3cccc(C(=O)Nc4ccc(Cl)cc4)c3)C(=O)C2C1 (configuration not stated)	-14.1	-2.4%	0.4	i	-12.3%	-0.4%	0.4	-28.6%
COCCNC(=O)C12CC3CC(CC(Cl)(C3)C1)C2	-0.1	-0.7%	-5.2	i	-3.0%	3.4%	1.1	11.0%
O=C(CNC(=O)c1ccco1)OCc1c(F)cccc1Cl	14.3	1.0%	1.3	i	-10.3%	9.9%	-5.0	i
Nc1ccc2c(c1)Cc1cc(N)c(Br)cc1-2	1.3	·	1.2	i	-3.0%	-1.9%	-0.2	-23.6%
Cc1cccc(Cn2cc(/C=C/[N+](=O)[O-])c3ccccc32)c1	-23.7	-1.0%	1.8	i	29.4%	?	-2.4	-51.7%[inhibitor]
COc1ccc(/C=C(/NC(=O)c2ccccc2)C(=O)NC(Cc2c[nH]c3ccccc23)C(=O)O)cc1 (configuration not stated)	-5.8	0.4%	1.8	i	-2.8%	2.2%	-5.2	i
O=C(c1ccccc1[N+](=O)[O-])N1N=C(c2ccccc2)CC1(O)C(F)(F)F (configuration not stated)	0.0	-0.3%	-0.7	i	-16.1%	1.5%	-0.9	-0.7%
CC(=O)N1N=C(c2cccc([N+](=O)[O-])c2)OC1c1cccc(Br)c1 (configuration not stated)	12.2	1.8%	-3.0	i	-19.3%	?	11.9	-4.9%
Cc1ccc(/C=C/C(=O)OCC(=O)NCc2ccc(Cl)cc2)o1	-7.1	1.5%	-0.5	i	3.9%	0.4%	4.5	-23.2%
Cc1ccc(S(=O)(=O)NCC(C)n2nc(C)nc2C)cc1 (configuration not stated)	9.2	-3.4%	0.7	i	7.6%	9.1%	-0.9	-3.9%
Cc1cc(O)c2c(c1)C(O)(C1OC(CO)C(O)C(O)C1O)c1cccc(O)c1C2=O (configuration not stated)	34.4	-2.7%	-0.5	i	10.2%	-3.8%	4.7	-14.5%
COc1ccc(/C=C/c2nnc(NC(=O)COc3cccc(C)c3)s2)cc1	-3.8	0.0%	0.6	i	5.6%	7.1%	-0.2	-3.1%
O=C(CCN1CCCCC1)NNC(=O)C12CC3CC(CC(C3)C1)C2	-24.1	0.3%	-9.3	i	-4.2%	11.5%	-3.5	-16.4%
COC(=O)COc1cccc(NS(=O)(=O)c2cccc([N+](=O)[O-])c2)c1	-4.5	-1.5%	2.0	i	-9.0%	-4.6%	5.5	-20.8%
Cc1ccc(NC(=O)CSCC(=O)Nc2nnc(C3CC3)s2)cc1	6.6	1.0%	2.6	i	-2.3%	2.1%	-3.8	-51.3%[inhibitor]
CC1(C)Cc2c(cnn2-c2cccc(F)c2)C(NC(=O)C2CCOCC2)C1 (configuration not stated)	-11.4	1.9%	0.9	i	12.8%	-4.9%	0.1	i
Cc1ccc(Oc2ccccc2NC(=O)CN2C(=O)NC3(CCCC3)C2=O)cc1	?	-0.5%	-0.7	i	2.7%	15.4%	-12.5	8.2%
Cc1cccc(OC(=O)NCCOC(=O)N(O)c2ccc(Cl)cc2)c1	10.0	?	-0.3	i	-1.6%	6.6%	2.7	-87.5%[inhibitor]

Molecule	DRD3 antagonist	Mm-Cpn inhibitor	CCT chaperon mod	Akt phos inh	EPAC2 antag	EPAC2 ag	D3 ag	PTHR1 agonist
CCNC(C(=O)c1c[nH]c2c(CC)cccc12)c1ccccc1 (configuration not stated)	-14.5	1.0%	-2.1	i	?	10.5%	-14.5	-20.2%
Cc1ccc(C(=O)OCc2ccc3c(c2)OCO3)cc1S(=O)(=O)N1CCCCC1	-13.6	-0.2%	0.4	i	-0.1%	9.0%	20.9	-3.6%
O=C(NCC1CCCO1)c1cccc(-n2cnnn2)c1 (configuration not stated)	6.7	0.6%	0.0	i	2.8%	-1.4%	-4.7	i
Cc1cn(S(=O)(=O)c2ccc(Br)cc2)cn1	17.9	0.2%	0.0	i	6.7%	-7.1%	3.3	-1.0%[57.5 µM]
CNC(=S)N(CCc1ccccc1)Cc1cc2cc(OC)c(OC)cc2[nH]c1=O	-1.3	0.3%	-0.7	i	1.6%	9.7%	4.1	-20.6%
Nc1cc(N)nc(SCc2cccc(F)c2)n1	85.4	-1.4%	1.5	i	-1.0%	-0.5%	-0.4	-5.9%
CSCC[C@H](NC(=O)COc1ccc(Cl)cc1)C(=O)N1CCC2(CC1)NCCc1[nH]cnc12	-0.6	2.4%	1.7	·	4.4%	6.9%	-3.7	-7.6%
Cc1cccc(OCC(=O)NCC(c2ccco2)N2CCCC2)c1 (configuration not stated)	5.2	-1.8%	-1.5	i	2.8%	-10.4%	-2.6	-37.8%[inhibitor]
O=C(O)CSc1nnc2n(-c3ccccc3)c(=O)c3ccccc3n12	-8.0	-3.9%	-0.1	i	3.8%	9.3%	-0.2	-15.0%
O=C(CCCCCn1c(=O)[nH]c2ccccc2c1=O)NCCc1c[nH]c2ccccc12	31.0	-2.2%	0.7	·	-8.3%	15.0%	-0.3	-29.3%
Cc1ccc(C)c(N2CCN(c3ncnc4c3cnn4-c3ccccc3)CC2)c1	20.8	-0.2%	0.1	i	-18.0%	5.0%	-5.6	-7.3%
Cc1noc(C)c1C(=O)Nc1nc(-c2cccs2)cs1	-4.8	-0.1%	1.7	i	-14.1%	14.4%	0.7	-19.8%
COc1cc([N+](=O)[O-])ccc1NC(=O)NNC(=O)C(C)Oc1ccc(F)cc1F (configuration not stated)	15.4	-0.5%	-2.0	i	-1.4%	3.1%	1.7	i
CCCNc1c(NS(=O)(=O)c2ccc(Br)cc2)c(=O)oc2ccccc12	9.8	1.4%	-2.2	i	-6.1%	-6.7%	8.7	-4.4%
Cc1ccn2cc(CCNS(=O)(=O)c3ccc([N+](=O)[O-])cc3)nc2c1	-5.8	-4.8%	0.4	i	2.3%	11.2%	-3.3	i
CC(=O)c1ccccc1NC(=O)c1ccc(N2CCCC2=O)cc1	6.4	-7.3%	0.5	i	14.7%	5.0%	-16.6	-25.3%
Cc1onc(-c2ccccc2)c1-c1csc(N/N=C/c2ccccc2Cl)n1	-7.6	-0.9%	0.5	i	-2.1%	6.2%	5.3	i
COc1ccccc1C(=O)NC(CCSC)C(=O)N1CCN(C/C=C/c2ccccc2)CC1 (configuration not stated)	-14.0	0.5%	-3.7	i	-14.5%	5.8%	-0.6	i
CC(=O)c1ccc(OCC(O)CNCc2ccc3c(c2)OCO3)cc1 (configuration not stated)	-9.0	-2.6%	0.8	i	-1.3%	6.2%	-5.5	i
O=C(CC1C(=O)NCCN1Cc1ccc(-c2ccccc2)cc1)NC1CCC1 (configuration not stated)	0.0	1.1%	-7.2	i	15.2%	13.6%	2.4	i

Molecule	DRD3 antagonist	Mm-Cpn inhibitor	CCT chaperon mod	Akt phos inh	EPAC2 antag	EPAC2 ag	D3 ag	PTHR1 agonist
CN(CCCN1CCOCC1)Cc1cn(C)nc1-c1ccccc1F	-16.1	-4.1%[15.4 µM]	0.7	i	4.6%	1.9%	-5.3	-22.7%
CC(C)Cn1c(SC(C)C(=O)NCC2CCCO2)nc2ccc(Cl)cc2c1=O (configuration not stated)	-7.1	0.6%	-1.4	i	?	7.2%	-5.2	-24.9%
CCOc1ccc(NC(=O)CN(C)C(=O)COc2cccc(CC)c2)cc1OCC	-9.8	0.1%	-2.7	i	-5.1%	4.1%	-23.1	i
COc1ccc(NC(=O)C(OC(=O)c2ccc([N+](=O)[O-])o2)c2ccccc2)cc1Cl (configuration not stated)	2.1	-1.4%	-1.0	i	-13.6%	3.2%	-5.1	i
CC1CCC(NC(=O)C2CCN(c3cnccn3)CC2)CC1 (configuration not stated)	9.7	3.4%	-3.5	i	7.0%	-0.7%	0.7	-8.1%[57.5 µM]
O=C(CCCn1c(=S)[nH]c2cc3c(cc2c1=O)OCO3)NC1CC1	12.9	-0.8%	-1.0	i	2.3%	5.2%	0.4	-5.6%[57.5 µM]
COC(=O)C1=CN(c2ccc(OC)cc2)C=C(C(=O)OC)C1c1cc(OC)c(OC)cc1OC	15.7	-2.3%	-2.5	i	-5.1%	17.2%	-0.2	i
CCC(=O)N1CCC1(C)C(=O)Nc1ccc(F)cc1 (configuration not stated)	5.4	·	-0.3	·	-3.4%	7.3%	11.0	-13.3%
CCN1CCN(c2oc(-c3ccco3)nc2C#N)CC1	-19.4	-4.3%	-2.1	i	-1.5%	5.0%	-35.5	-7.7%
Cc1cc(OCCN2CCCCC2)nc2ccccc12	-3.3	1.8%	-2.1	i	-0.3%	9.4%	-13.8	i
CC(C)Cc1ccc(/C=C/C(=O)N2CCCCC2)cc1	1.5	-0.4%	-0.8	i	-4.5%	0.6%	4.1	-23.1%
Cc1ccccc1C(=O)N1CCN(c2ncnc3c2cnn3-c2ccccc2)CC1	59.0	-0.4%	-0.8	i	0.4%	4.4%	-4.3	-26.0%
O=C(C1=C(O)C(=O)N(Cc2ccco2)C1c1cccs1)c1cccs1 (configuration not stated)	-22.3	-1.7%	2.1	i	-2.3%	-2.3%	-4.0	-8.8%
